Screens: PubChem BioAssay, several laboratories
ABCB6 inh 2 – ABCB6 transporter inhibitors, primary screen, K562-ABCB6 cells, flow cytometry, MLPCN library | ATP-binding cassette sub-family B member 6 (Homo sapiens), Q9NP58 | K562-ABCB6 porphyrin accumulation, 1 h; active compounds read low | fluorescence ratio to DMSO, % at 10 µM | hit rate 0.19% among 360,000 | AID 602162, 2011;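 active = fluorescence ratio to DMSO below 75%, the collection mean minus 3 SD; inconclusive = too few cells collected in the well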;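 note: signal is porphyrin accumulated inside mitochondria; 100% equals median channel fluorescence of DMSO control wells; lower ratio means ABCB6 inhibition with less porphyrin fluorescence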
TLR9-MyD88 block – inhibitors of TLR9-MyD88 association in cells, primary screen, cell-based, CHO, BLA complementation, fluorescence. Toll-like receptor 9 (Homo sapiens) + Myeloid differentiation primary response protein …. CCF4 FRET ratio. inhibition, % at 4.98 µM. hit rate 0.21% among 340,000. AID 504734, 2011;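 active = inhibition above the mean over all tested compounds plus 3 SD, cut at about 21% in these data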;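 note: 0% = DMSO only wells and 100% = clavulanate BLA inhibitor control wells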
Vif inh – HIV Vif self-association inhibitors, primary screen, imaging, HEK293T, single point; HEK293T cells, Vif self-association by quenched fluorescence, 24 h; inhibition, % at 7.49 µM; hit rate 0.35% among 340,000; in the data active = inhibition above about 50%, passing the limit was not always enough; inconclusive = no clear call, values can overlap the other calls; inactive = below about 31%; note: some results filed as inactive read as strong as hits
ABHD5-PLIN5 inh – ABHD5-PLIN5 interaction inhibitors, primary screen, cell lysate, split luciferase complementation, luminescence; hit rate 0.78% among 360,000; inhibition, % at 4 µM; Perilipin-5 (Homo sapiens) + 1-acylglycerol-3-phosphate O-acyltransferase ABHD5 (Homo …; Split G. princeps luciferase complementation, 4 h;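 active = inhibition above the mean inhibition across every tested compound plus 3 SD, cut at about 22% in these data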;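 note: 0% = DMSO only wells and the 100% control is not disclosed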
Target sequence (Q00G26 whole entry, looked up): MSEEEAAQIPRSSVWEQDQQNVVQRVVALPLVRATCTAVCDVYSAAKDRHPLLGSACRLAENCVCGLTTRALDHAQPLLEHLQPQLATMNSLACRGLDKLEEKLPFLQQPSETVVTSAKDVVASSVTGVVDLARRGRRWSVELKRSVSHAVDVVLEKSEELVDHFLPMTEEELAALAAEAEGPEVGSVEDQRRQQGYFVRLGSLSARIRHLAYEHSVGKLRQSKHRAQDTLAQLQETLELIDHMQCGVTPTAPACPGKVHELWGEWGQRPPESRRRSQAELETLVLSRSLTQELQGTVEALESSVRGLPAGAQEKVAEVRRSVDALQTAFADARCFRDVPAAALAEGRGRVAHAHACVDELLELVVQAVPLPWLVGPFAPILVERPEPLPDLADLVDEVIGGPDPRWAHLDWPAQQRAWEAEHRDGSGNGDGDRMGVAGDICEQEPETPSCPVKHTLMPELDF
Target sequence (Q8WTS1 whole entry, looked up): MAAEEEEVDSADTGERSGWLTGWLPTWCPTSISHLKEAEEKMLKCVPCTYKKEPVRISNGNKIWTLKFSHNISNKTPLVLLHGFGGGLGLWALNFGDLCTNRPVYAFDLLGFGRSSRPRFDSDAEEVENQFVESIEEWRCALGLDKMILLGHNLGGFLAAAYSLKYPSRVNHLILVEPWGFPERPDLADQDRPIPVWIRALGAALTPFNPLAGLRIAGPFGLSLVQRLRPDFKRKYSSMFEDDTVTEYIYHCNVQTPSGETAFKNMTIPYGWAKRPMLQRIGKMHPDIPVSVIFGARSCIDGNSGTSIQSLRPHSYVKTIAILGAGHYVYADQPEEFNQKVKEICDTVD
MC4R antag cAMP – MC4R antagonists of cAMP signaling, primary screen, cell-based, TR-FRET, antagonist arm of biased-ligand search. Melanocortin receptor 4 (Homo sapiens), P32245. MC4R-expressing cells, MTII-stimulated cAMP, LANCE TR-FRET. inhibition, % at 6.5 µM. hit rate 0.48% among 360,000. AID 540295, 2011;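 active = inhibition above its plate's cutoff, the mean of tested wells on that plate plus 3 SD, cut at about 29% in these data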;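 note: 0% = Melanotan II alone and 100% = Melanotan II plus saturating MCL0020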
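System: U2OS cells stably expressing human melanocortin 4 receptor (MC4R). Reagent: Melanotan II challenge after compound preincubation. Doses: 6.5 µM. Times: 30-min compound, 1-h challenge, 1-h detection, room temperature. Measured by: TR-FRET with Eu-cAMP and labeled anti-cAMP, 671 nm. Replicates: singlicate.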
NOD2 RIPK2 PPI – NOD2-RIPK2 binding disruptors in cells, primary screen, fluorescence, CHO cells, BLA complementation | CCF4 ratio | inhibition, % at 4.98 µM | hit rate 0.38% among 360,000; in the data active = inhibition above about 21%;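 note: 0% = vehicle only and 100% = reference blocker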
Glyco luc inh – increase of ERlucT glycosylation luciferase signal, primary screen, N-linked glycosylation inhibitor project, D54 ERlucT cells, luminescence, set 2 | D54 ERlucT glycosylation luciferase reporter, 24 h; percent of 100 nM tunicamycin response | hit rate 0.23% among 360,000 | reporter increase, % at 12.5 µM;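 active = mean luciferase reporter signal, scaled so untreated is 0 and the glycosylation-blocking control 100, at or above a set limit in every replicate; inconclusive = mean reaches the limit but not every replicate does; inactive = mean below the limit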;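 note: luciferase carries N-glycosylation sites so blocking glycosylation raises the light; 0% = median of neutral control wells and 100% = median of 100 nM tunicamycin wells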
aDG glyco up – activators of alpha-DG glycosylation, primary screen, uHTS, Pro5-aDG cells, AlphaScreen | alpha-DG glycosylation AlphaScreen (IIH6); 0% Pro5, 100% B10-LARGE cell signal | activation, % at 10 µM | hit rate 0.22% among 360,000 | AID 624168, 2012;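 active = activation of at least 8% versus controls, or a plate z-score of at least 8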;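 note: Pro5 are CHO cells carrying HIG-tagged alpha-DG that lacks glycosylation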
MC4R barr agon – MC4R agonists recruiting beta-arrestin, primary screen, cell-based, luminescence, agonist arm of biased-ligand search | hit rate 0.98% among 360,000 | AID 540308, 2011 | U2OS MC4R beta-arrestin complementation; percent of melanotan II response, DMSO zero | activation, % at 8.9 µM | Melanocortin receptor 4 (Homo sapiens), P32245;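 active = activation above a per-plate cutoff, the mean activation of sample wells on that plate plus 3 SD, cut at about 8% in these data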
Exocytosis inh – LAMP-1 surface exposure blockers, TALL-104 cells – cell-based, flow cytometry, MLPCN library, primary screen | TALL-104 LAMP-1 surface exposure; cells stimulated with thapsigargin and PMA | inhibition, % at 10 µM | hit rate 0.66% among 360,000 | AID 651702, 2012;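 active = inhibition above about 55%, limit read from the data; inconclusive = no clear call, values can overlap the other calls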
* hit, by the source's call; ? = inconclusive; . = no result given. An excerpt, so the mix of outcomes need not match the whole.

mol	ABCB6 inh 2	TLR9-MyD88 block	Vif inh	ABHD5-PLIN5 inh	MC4R antag cAMP	NOD2 RIPK2 PPI	Glyco luc inh	aDG glyco up	MC4R barr agon	Exocytosis inh
O=C(NCc1ccc(OC(F)(F)F)cc1)C1CC(c2cccc(F)c2)=NO1 (configuration not stated)	98	-2	4	-9	-9	-1	0	0.0	5.5	-3
CCN(c1ccccc1)S(=O)(=O)c1csc(C(N)=O)c1	100	-8	6	2	13	-6	1	0.1	-2.8	-2
CC(C)(C)c1nnc2sc(SCC(=O)NCc3ccco3)nn2c1=O	99	2	14	-13	1	1	1	-0.1	0.5	-2
COc1ccc2c(c1)-c1nc(N)sc1CC2	102	-5	-4	-16	6	11	2	0.4	-2.3	-2
CC1CC(=O)Nc2ccccc2N1C(=O)Nc1ccccc1 (configuration not stated)	100	4	2	1	11	2	2	0.0	-1.5	0
S=c1[nH]c2ccccc2n2c(=S)[nH]nc12	100	-6	-7	4	31*	-9	-1	-0.2	-3.0	14
Cc1ccccc1CNC(=O)C(=O)NCC1OCCCN1S(=O)(=O)c1ccc(F)cc1C (configuration not stated)	98	3	-7	2	6	1	-3	0.0	-1.6	-2
COc1ccccc1N(C)S(=O)(=O)c1ccc(C(=O)OCC(=O)NCc2ccco2)cc1	90	12	5	-5	6	10	1	0.0	-2.2	-2
COc1ccc(OCC(=O)NNC(=O)C(=O)Nc2ccc(C)cc2)cc1	97	0	7	3	0	-7	3	-0.3	-0.2	2
CCOC(=O)C1CCN(c2cc(=O)n(-c3ccccc3Cl)c(=O)[nH]2)CC1	94	-2	.	1	4	-7	2	-0.2	0.2	0
CC(C)c1ccc(COc2ccc(C(=O)N3CCOCC3)cc2)cc1	93	7	-2	-4	12	-2	1	3.7	-1.8	0
O=C(NCc1ccccc1)c1c[nH]c2ccc(S(=O)(=O)Nc3ccc4c(c3)OCCO4)cc2c1=O	94	-14	0	2	4	-1	0	0.0	-1.9	-4
O=C(O)CCN1C(=O)/C(=C\c2cccc(OCc3ccccc3)c2)SC1=S	108	-9	-2	12	-6	-4	1	0.2	0.5	2
CCOC(=O)c1c(NC(N)=O)sc(C)c1C	95	-6	-5	5	4	4	4	0.1	-0.8	0
Cc1cnc(C(=O)OCc2ccc(Br)cc2F)cn1	103	1	4	3	5	1	1	0.1	1.1	12

Remaining list, next part.
mol	ABCB6 inh 2	TLR9-MyD88 block	Vif inh	ABHD5-PLIN5 inh	MC4R antag cAMP	NOD2 RIPK2 PPI	Glyco luc inh	aDG glyco up	MC4R barr agon	Exocytosis inh
COc1cc(C#Cc2c(-c3cncn3C)n(C)c3ccc(-c4cc(OC)c(OC)c(OC)c4)cc23)cc(OC)c1	95	-9	2	9	9	-6	-3	2.2	0.2	32
COc1ccc(NC(=O)Nc2ccc([N+](=O)[O-])cc2)cn1	94	-15	-13	7	-1	-7	-4	-0.1	-2.3	-17
O=C(COC(=O)c1ccc(C(F)(F)F)cc1)Nc1cccc(S(=O)(=O)NC2=NCCCCC2)c1	100	2	-3	7	6	-4	-2	-0.2	-0.8	-1
CCn1nc(NS(=O)(=O)c2ccccc2)c2cc3cc(C)ccc3nc21	100	15	2	-9	1	-5	2	-0.1	-1.7	3
Cc1cc(Nc2nc3ccccc3[nH]c2=O)n(-c2ccccc2)n1	95	-5	-3	8	13	5	-13	0.0	-1.4	3
COc1cccc(-c2nc(SCC(=O)Nc3nc(-c4ccccc4)c(C)s3)[nH]c(=O)c2C#N)c1	103	-6	18	-8	9	-4	1	0.4	-0.9	2
S=C(NCCc1ccccc1)Nc1ccccc1Cl	100	5	1	7	16	-12	-3	0.6	0.9	-5
COc1ccc(/C=C(/NC(=O)c2ccccc2)c2nc3ccccc3[nH]2)cc1OC	88	-2	-3	-2	-8	-1	2	-0.4	-1.1	4
O=C(CN1C(=O)c2cccnc2Oc2ccc(Cl)cc21)Nc1ccccc1F	112	6	-2	-1	9	-7	-3	-0.1	-1.5	-2
Nc1ccc2nc(COc3ccccc3)[nH]c2c1	101	-13	3	1	5	2	2	-0.1	-0.8	-1
CN(/N=C/c1ccc(Br)o1)C1=NS(=O)(=O)c2ccccc21	93	-6	12	-4	10	-3	3	-0.2	4.7	-5
COc1cc2cc(C)c3nnc(SCC(=O)Nc4cc(C)on4)n3c2cc1OC	100	5	0	1	0	-14	2	0.4	-1.4	-3
COC(=O)c1ccc(NS(=O)(=O)NC(=O)c2c[nH]c3ccccc23)cc1	99	-6	5	1	8	-3	2	-0.2	-1.4	-1
CC1(C)SC(=S)N(NC(=O)Nc2ccccc2)C1N(O)C(=O)Nc1ccccc1 (configuration not stated)	96	-6	27	-6	11	0	-4	-0.1	2.3	0
O=C(Nc1ccc2c(c1)oc1ccccc12)C1CC1	90	-4	4	3	3	-9	1	0.7	-1.9	9

The list continues:
mol	ABCB6 inh 2	TLR9-MyD88 block	Vif inh	ABHD5-PLIN5 inh	MC4R antag cAMP	NOD2 RIPK2 PPI	Glyco luc inh	aDG glyco up	MC4R barr agon	Exocytosis inh
Nc1c(Cl)ncnc1N/N=C/c1ccc2ccccc2n1	100	11	1	2	-6	8	-11	-1.0	-4.8	30
N#Cc1ccc(COC(=O)c2ccc3c(=O)[nH]c(CN4CCOCC4)nc3c2)cc1	95	-9	6	3	7	-9	3	-0.2	-3.0	2
CC1CCc2nc(NC(=O)C3CC3)sc2C1 (configuration not stated)	95	-5	-1	-2	2	-1	-1	-0.2	-1.8	1
COc1ccc(CCNC(=O)CCOc2cc(C)ccc2C)cc1OC	98	2	-8	4	3	-14	2	-0.2	2.6	1
CCN(CC)S(=O)(=O)c1ccc(NC(=O)C(OC)c2ccccc2)cc1 (configuration not stated)	98	-4	4	-19	4	1	2	1.4	-1.7	0
O=C(NC1CCCCC1)C(c1ccncc1)N(CC1CCCO1)C(=O)C(F)(F)F (configuration not stated)	99	-7	-3	0	9	7	3	0.5	-1.2	10
O=C(C1CCC(CNc2c(N3CCOCC3)c(=O)c2=O)CC1)N1CCN(c2ccccc2)CC1 (configuration not stated)	99	3	11	3	18	-13	3	-0.1	-0.4	0
CC1C(=NO)C(C)C(c2ccccc2)NC1c1ccccc1 (configuration not stated)	99	-2	4	0	7	0	-1	0.2	3.4	-1
C[C@@H]1CN([C@H](C)CO)C(=O)c2cc(Br)cnc2O[C@@H]1CN(C)Cc1cncnc1	93	6	-5	-6	-4	-18	1	-0.2	-0.9	0
CCOC(=O)C(NC(C)=O)(NC(C)C)C(F)(F)F (configuration not stated)	84	0	0	-4	8	-3	1	0.1	-0.6	4
Cc1ccc(C(=O)O)cc1NC(=O)CSc1ncnc2sc3c(c12)CCC3	95	-3	-16	0	3	-4	1	0.0	1.2	0
COc1ccc(NC(=O)N2CCN(c3nc(-c4cccc(OC)c4)cs3)CC2)cc1	104	0	-19	2	10	-7	-5	0.6	-1.2	0
CCN(CC)C(=O)C1CCCN(C(=O)c2oc3ccc(C)cc3c2C)C1 (configuration not stated)	103	10	-7	3	9	-4	-2	-0.3	0.0	1
COc1ccc(C(=O)CSc2nnc(-c3ccc(C)cc3)o2)cc1	101	-4	-18	-1	-2	-1	2	0.0	0.0	27
COc1ccc(NS(=O)(=O)c2ccc(C(=O)N3CCC(C)CC3)cc2)cc1	101	1	-9	0	16	-4	-3	0.3	-0.7	14

Remaining list, next part:
mol	ABCB6 inh 2	TLR9-MyD88 block	Vif inh	ABHD5-PLIN5 inh	MC4R antag cAMP	NOD2 RIPK2 PPI	Glyco luc inh	aDG glyco up	MC4R barr agon	Exocytosis inh
COc1ccc(OCC(=O)NCCCN2CCOCC2)cc1	91	-3	15	10	3	-7	1	-0.1	1.4	3
O=C1NC2(CCc3ccccc32)C(=O)N1CCOc1ccc(Cl)cc1 (configuration not stated)	101	-16	-1	-2	4	2	1	0.1	2.1	5
CN(C)CCCNc1oc(/C=C/c2cccs2)nc1S(=O)(=O)c1ccccc1	106	7	0	-17	7	5	-5	0.1	-1.5	42
CCCC(=O)NNc1c2ccccc2nc2ccccc12	95	-6	10	3	-3	-12	0	0.0	-0.2	4
CCCCC(=O)NC(c1cccc([N+](=O)[O-])c1)c1ccc2cccnc2c1O (configuration not stated)	98	8	0	33*	2	-1	-13	-0.3	-0.4	-2
Cc1csc2ncc(C(=O)N3c4ccccc4CC3C)c(=O)n12 (configuration not stated)	114	-2	.	1	3	-5	-2	-0.3	1.4	-2
CCC(C(=O)NCCC1=CCCCC1)n1nc(C)c2c(C)n(-c3ccccc3)nc2c1=O (configuration not stated)	97	-10	3	-8	24	-7	-2	0.4	-2.7	-4
CCCCNC(=O)C[C@@H]1C[C@@]2(C(=O)OCC)CCCC=C2N(Cc2ccco2)C1=O	92	.	.	7	.	5	.	0.0	.	-1
CCOC(=O)N1CCN(C(=O)c2ccc(CS(=O)c3cccc(C)c3)o2)CC1 (configuration not stated)	98	1	.	-2	0	3	2	-0.3	2.0	10
CCn1c(COc2ccc(=O)n(-c3ccccc3)n2)nnc1SCc1ccccc1	93	-10	-3	-3	2	-11	-1	0.3	-2.1	1
COc1ccc(C)cc1NC(=O)CCS(=O)(=O)c1ccc2c(c1)CCN2C(C)=O	109	2	4	12	8	-30	0	0.2	3.1	6
Cc1ccc(-c2nn(Cc3ccccc3)cc2/C=C/C(=O)O)cc1	101	3	-3	-2	-1	-5	1	0.2	-2.1	-5
CCOC(=O)c1c(CSc2ccsc2)n(C)c2cc(Br)c(O)c(CN(C)C)c12	95	-7	-5	8	0	6	-1	0.1	-2.1	16
COc1ccc(NC(=O)C2CCCN(S(C)(=O)=O)C2)c(OC)c1 (configuration not stated)	106	-1	3	4	5	-11	2	-0.1	0.2	2
Cc1ccc(NC(=O)CCCn2nc(C)c3c(C)n(-c4ccccc4)nc3c2=O)c(Cl)c1	88	-13	-1	1	0	-10	5	0.1	-0.4	-5
COc1ccc(/C=C/C(=O)O/N=C(\N)c2ccccn2)cc1OC	101	1	12	2	8	0	1	0.1	0.1	-2
Cc1ccc(S(=O)(=O)N2CCOCC2)cc1C(=O)Nc1ccc2c(c1)CCC2	100	-2	?	1	5	-7	0	0.0	-2.0	0
